p53ts 39C kill: kills p53ts cells at the nonpermissive temperature; H1299-p53A138V viability at 39C, ATP luminescence, 24 h; Potency, µM (series often up to 46.1 µM), without a hit: at the highest dose activity change, negative = cell killing, usual class: cytotoxic; 1.5% of 130,000 active; AID 902; further: nearly all actives have a fitted effect of over 55% in size
IkB signaling: inhibitors of IkB signaling in ABC-DLBCL cells. Potency, µM (highest dose often 57.1 µM), for the others: at the top dose IkBa stabilization activation. AID 445. 0.04% of 110,000 active. ABC-DLBCL IkBa-CBG/CBR dual luciferase ratio, 4 h; response scale: scaled: untreated 0%, proteasome inhibitor 100%; active means well fitted curve in the direction sought with a large enough effect in the signal ratio, not every such curve was filed as active; inconclusive means small, poorly fitted or top-dose-only effect, or a change in a side signal; the % refers to the signal ratio;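 further: the direction sought is a rising ratio; 0% = basal untreated cells and 100% = reference inhibitor full response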
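Curves were fitted separately to fusion (green), unfused (red) and ratio luminescence, then classed by r2, magnitude and activity. Cells: OCI-Ly3, 4 h compound plus doxycycline at 37C; 10 uM MG-132 defined full response.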
p53ts 32C kill: p53ts cell cytotoxicity, permissive temperature. H1299-p53A138V at 32C, ATP luminescence viability, 24 h. Potency, µM (top dose mostly 46.1 µM), for inactives: at the top dose activity change, negative = cytotoxicity, most hits filed as cytotoxic. 0.93% of 130,000 active;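 further: 0% = DMSO and -100% = full killing by reference compound; nearly all actives have a fitted effect of over 55% in size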
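Viability by ATPlite luminescence after 24 h compound treatment (up to 46 uM) at the permissive 32C. Cells are H1299 carrying p53 A138V. Scale runs from DMSO basal to 100 uM tamoxifen as full kill; AC50 from Hill fits.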
Imprint erasure: genomic imprint erasure induction | mouse ES Peg3-LacZ reporter, beta-gal luminescence, 40 h | Potency, µM (top dose mostly 60.7 µM), inactives show at the top dose activity change, positive = activation, most hits filed as activators | 0.02% of 110,000 active | AID 1948;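 further: 0% = negative control wells on the plate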
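Readout: BetaGlo luminescence (5 min, room temp) for LacZ from the normally silent maternal Peg3 allele in female Peg3LacZ-Neo ES cells. Cells 300/well, 40 h, 37C, 5% CO2. Data normalized per plate to negative controls.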
Numbers without * were called inactive; ? = inconclusive; · = not tested or not shown; [ ] = dose if it differs, or a comment. Unless noted, the call rests on the fitted dose curve; in most records, active means well fitted curve in the direction sought with a large enough effect; inconclusive means small, poorly fitted or top-dose-only effect, or another doubt; inactive means no such curve, though single readings can be large; an effect the other way counts as inactive or inconclusive. Unless noted, on the % scale 0 is the no-effect control and ±100 the full control effect; potency means the concentration at half of the fitted maximal effect.

Field names: A = p53ts 39C kill; B = IkB signaling; C = p53ts 32C kill; D = Imprint erasure
SMILES: COc1ncnc2c1oc1nc(C(C)C)c3c(c12)CC(C)(C)OC3
  A = 5%	B = -2.4%	C = -1%	D = -7%

SMILES: CCN1CCN(CCCNC(=O)c2cc3c(=O)n(CC)c4ccccc4c3s2)CC1
  A = -20%	B = ?	C = -7%	D = -16%[10.9 µM]

SMILES: Cc1nc2c(cnn2-c2ccc(Cl)cc2)c(=O)n1-c1ccc2c(c1)OCCO2
  A = -2%	B = -1.8%	C = 3%	D = -6%

SMILES: COc1ccc(/C(C)=C(\C#N)C(=O)OC(C)C)cc1OC
  A = 21%	B = ·	C = -4%	D = ·

SMILES: CS(=O)(=O)Nc1nnc(Cc2ccccc2)s1
  A = 8%	B = 16%	C = 4%	D = 0%

SMILES: CC(Sc1oc(-c2ccco2)nc1S(=O)(=O)c1ccc(Br)cc1)c1ccccc1 (stereo unspecified)
  A = -15%	B = ?	C = 12%	D = -10%[10.9 µM]

SMILES: COc1ccccc1NC(=O)N1CC(=O)Nc2sc3c(c2C1c1ccccc1)CCCC3 (stereo unspecified)
  A = -6%	B = ?	C = 11%	D = -9%[10.9 µM]

SMILES: CC(C)CNC(=O)C1CCN(c2ccc(S(=O)(=O)N3CCOCC3)cc2)CC1
  A = 12%	B = 0.6%	C = -4%	D = 1%

SMILES: COc1ccc(-c2nnc(SCC(=O)Nc3ccccc3OC)o2)cc1
  A = ?	B = ?	C = ?	D = -93%[inhibitor]

SMILES: CCOC(=O)C1=C(C)N(C)C(=O)NC1c1cc2c(cc1Br)OCO2 (stereo unspecified)
  A = -1%	B = -0.9%	C = 12%	D = -7%

Only p53ts 39C kill and IkB signaling, for seven of the compounds above:
SMILES	p53ts 39C kill	IkB signaling
COc1ccc(/C(C)=C(\C#N)C(=O)OC(C)C)cc1OC	21%	·
CS(=O)(=O)Nc1nnc(Cc2ccccc2)s1	8%	16%
CC(Sc1oc(-c2ccco2)nc1S(=O)(=O)c1ccc(Br)cc1)c1ccccc1 (stereo unspecified)	-15%	?
COc1ccccc1NC(=O)N1CC(=O)Nc2sc3c(c2C1c1ccccc1)CCCC3 (stereo unspecified)	-6%	?
CC(C)CNC(=O)C1CCN(c2ccc(S(=O)(=O)N3CCOCC3)cc2)CC1	12%	0.6%
COc1ccc(-c2nnc(SCC(=O)Nc3ccccc3OC)o2)cc1	?	?
CCOC(=O)C1=C(C)N(C)C(=O)NC1c1cc2c(cc1Br)OCO2 (stereo unspecified)	-1%	-0.9%

(continued)
Field names: A = p53ts 39C kill; B = IkB signaling; C = p53ts 32C kill; D = Imprint erasure
SMILES: CN(C)c1ncnc2ccc(-c3ccc4c(c3)OCO4)cc12
  A = -11%	B = -5.4%[11.4 µM]	C = -4%	D = -28%

SMILES: CC(=O)N1CCN(c2ccc(NC(=O)c3ccc4c(c3)OCO4)cc2)CC1
  A = 7%	B = 13%	C = -6%	D = ·

SMILES: CCn1c(Cc2ccccc2)nnc1SCC(=O)Nc1nc(C)cs1
  A = 5%	B = ·	C = 17%	D = ·

SMILES: O=C(c1ccc2c(c1)OCCO2)N(c1ccccn1)C1CCCCC1
  A = 4%	B = 0.4%	C = -3%	D = -11%

SMILES: Cc1ccc([N+](=O)[O-])cc1S(=O)(=O)N1CCn2cccc2C1c1ccccc1 (stereo unspecified)
  A = 6%	B = -0.2%	C = -7%	D = -7%[10.9 µM]

SMILES: CC(C)OCCCNC(=O)CCCn1c(SCC(N)=O)nc2c(sc3ccccc32)c1=O
  A = 5%	B = ?	C = 7%	D = -5%[10.9 µM]

SMILES: CCOc1cc(C)nc(Oc2ccc(=O)[nH]n2)n1
  A = 5%	B = 0.1%	C = -7%	D = -5%

SMILES: CCOC(=O)c1sc(NC(=O)CSc2nnc(-c3ccco3)n2CC)c(C(=O)OCC)c1C
  A = 40%[activator]	B = ?	C = 11%	D = 1%

SMILES: COc1ccc(-c2noc(C3CCCN(S(=O)(=O)c4cccc(Cl)c4C)C3)n2)cc1OC (stereo unspecified)
  A = 17%	B = 0.5%	C = 2%	D = 5%

SMILES: Cc1cc(C)nc(SCc2nnc(SCC(=O)Nc3nc(-c4ccccc4)cs3)n2C)n1
  A = 2%	B = ·	C = 11%	D = ·

Field names: A = p53ts 39C kill; B = IkB signaling; C = p53ts 32C kill; D = Imprint erasure
SMILES: Cc1ccc(NC(=O)Cn2c(=O)oc3ccccc32)cc1C
  A = 39%[activator]	B = 1.0%	C = -5%	D = -9%[10.9 µM]

SMILES: Nc1cc(S(=O)(=O)O)ccc1O
  A = 7%	B = 1.3%	C = 8%[1.84 µM]	D = 12%

SMILES: CCOC(=O)c1ccc(NC(=O)c2cc3ccccc3o2)cc1
  A = -24%	B = ?	C = -24%	D = -48%[inhibitor]

SMILES: O=c1cnc2cnc(Nc3ccccc3)nc2n1C[C@H]1CCCO1
  A = -3%	B = ?	C = 8%	D = ·

SMILES: Cc1cccc(CNC(=O)CN2C(=O)C3CCCCN3c3ccc(C(=O)N4CCCC4)cc32)c1 (stereo unspecified)
  A = 7%	B = ?	C = 4%	D = -7%[10.9 µM]

SMILES: CCOc1ccc(-c2noc(CCC(=O)NC)n2)cc1OCC
  A = 9%	B = 1.4%	C = 2%	D = -10%

SMILES: Cc1ccc(Oc2c(C(F)(F)F)oc3c(CN4CCCCC4C)c(O)ccc3c2=O)cc1 (stereo unspecified)
  A = -12%	B = 5.2%	C = 2%	D = -10%[10.9 µM]

SMILES: COc1ccc(-c2nc3ccccc3s2)cc1O
  A = 2.5µM*	B = ?	C = 5µM*	D = ·

SMILES: C[C@H](NC[C@H](O)CP(=O)(O)CC1CCCCC1)c1ccc(Cl)c(Cl)c1
  A = -3%	B = 0.6%	C = 6%	D = 4%

SMILES: O=C(Nc1ccc(-c2nc3ccccc3o2)cc1)c1ccc2c(c1)OCO2
  A = -29%	B = 1.1%	C = ?	D = 6%

Field names: A = p53ts 39C kill; B = IkB signaling; C = p53ts 32C kill; D = Imprint erasure
SMILES: CCC(CC)C(=O)Nc1cc(-c2ccccc2F)nn1-c1ccccc1
  A = 1%	B = -0.9%	C = -1%	D = 9%[10.9 µM]

SMILES: O=CN1CC(=O)N(c2ccccc2)c2c([nH]c3ccccc23)C1
  A = 2%	B = 1.3%	C = 5%	D = -8%

SMILES: CCOC(=O)C1=C(C)N(C2CCCCC2)C(=O)C1
  A = 2%	B = 1.1%	C = -3%	D = -9%

SMILES: COc1ccc(CNC(=O)Cc2c(C)c3cc4c(C)coc4c(C)c3oc2=O)cc1
  A = -5%	B = -0.3%	C = 8%	D = -9%[10.9 µM]

SMILES: Fc1ccccc1-c1nc(N2CCN(c3cccc(Cl)c3)CC2)c2ccccc2n1
  A = 9%	B = 7.1%	C = -1%	D = -19%[10.9 µM]

SMILES: COc1c(Cl)cc(Cl)cc1C(=O)n1nc(C)cc1C
  A = 10%	B = ·	C = -10%	D = ·

SMILES: CCOc1cc(CNn2nnnc2N)ccc1OCC(=O)NC(C)(C)C
  A = -1%	B = ·	C = 8%	D = ·

SMILES: CNC(=O)CN(C1CCCCC1)S(=O)(=O)c1ccc(F)cc1
  A = 3%	B = -0.8%	C = 1%	D = -20%

SMILES: Cc1cc(C)nc(SCc2nnc(SCc3ccccc3Cl)o2)n1
  A = -2%	B = 7.3%	C = -1%	D = ·

SMILES: CCCCOP(=O)(c1ccc(N(C)C)cc1)C(O)c1ccccc1F (stereo unspecified)
  A = 4%	B = 2.7%	C = -5%	D = -8%

Some of the entries so far, as a markdown table:
| Compound | p53ts 39C kill | IkB signaling | p53ts 32C kill | Imprint erasure |
| --- | --- | --- | --- | --- |
| COc1ccc(-c2noc(C3CCCN(S(=O)(=O)c4cccc(Cl)c4C)C3)n2)cc1OC (stereo unspecified) | 17% | 0.5% | 2% | 5% |
| Cc1cc(C)nc(SCc2nnc(SCC(=O)Nc3nc(-c4ccccc4)cs3)n2C)n1 | 2% | · | 11% | · |

(list continues)
Field names: A = p53ts 39C kill; B = IkB signaling; C = p53ts 32C kill; D = Imprint erasure
SMILES: O=C(CSc1nc2ccccc2[nH]1)Nc1cc(C(F)(F)F)ccc1N1CCOCC1
  A = ?	B = ?	C = 20%	D = -12%

SMILES: CCc1ccccc1Nc1cc(C(=O)NC(C)c2ccccc2)c2ccccc2n1 (stereo unspecified)
  A = -3%	B = ?	C = 10%	D = 6%[10.9 µM]

SMILES: COc1ccc(Nc2ncc(C(=O)N3CCN(c4ccc(F)cc4)CC3)c3ccccc23)cc1
  A = 15%	B = ?	C = 5%	D = -1%[10.9 µM]

SMILES: O=C(NCCC1=CCCCC1)C1CCN(S(=O)(=O)c2cccc3nsnc23)CC1
  A = -5%	B = 2.0%	C = 7%	D = -7%

SMILES: O=C(c1cc2n(n1)C(C(F)(F)F)CC(c1ccc(Cl)cc1)N2)N1CCCC1 (stereo unspecified)
  A = -14%	B = -0.8%	C = 3%	D = -12%

SMILES: Cc1ccccc1-c1nc(CS(=O)(=O)CC(=O)NCCCc2ccccc2)c(C)o1
  A = -23%	B = 2.4%	C = -4%	D = -3%[10.9 µM]

SMILES: COC(=O)CN1C(=O)C(C)(C)c2cc(S(=O)(=O)NCc3ccc(Cl)cc3)ccc21
  A = -25%	B = 0.1%	C = -2%	D = -6%[10.9 µM]

SMILES: O=C(CSC1=NCCS1)NCc1ccco1
  A = 5%	B = 1.8%	C = 1%	D = -5%

SMILES: CC1(C)O[C@H]2[C@@H](O1)[C@@H](C(=O)Nc1ccccc1C(F)(F)F)O[C@@H]1OC(C)(C)O[C@@H]12
  A = 5%	B = -0.5%	C = -2%	D = -10%[10.9 µM]

SMILES: COc1ccc(C(CNC(=O)CN2C(=O)NC3(CC(C)CC(C)(C)C3)C2=O)N2CCOCC2)cc1 (stereo unspecified)
  A = 2%	B = -1.7%	C = 6%	D = -18%

Field names: A = p53ts 39C kill; B = IkB signaling; C = p53ts 32C kill; D = Imprint erasure
SMILES: CCCCN(CCCC)C(=O)c1c[nH]c2ccc(S(=O)(=O)Nc3cccc(Cl)c3C)cc2c1=O
  A = 5%	B = ?	C = -2%	D = -21%[10.9 µM]

SMILES: COc1ccc(NC(=O)CCS(=O)(=O)c2ccc3c(c2)oc(=O)n3C)cc1OC
  A = 14%	B = 4.0%	C = 9%	D = 15%[10.9 µM]

SMILES: Cc1ccc2c(c1)N(CC(=O)Nc1ccc3c(c1)OCCO3)C(=O)CO2
  A = -3%	B = 0.3%	C = 3%	D = -3%

SMILES: COc1ccc2c(c1)-c1nc(NC(=O)c3cccs3)sc1CC2
  A = -5%	B = ·	C = -10%	D = ·

SMILES: Nc1ncnc2nc(-c3ccc(N4CCOCC4)nc3)cc(-c3cccc(Br)c3)c12
  A = -20%	B = ·	C = -3%	D = -16%

SMILES: Cc1nc2nncn2c(Nc2ccccc2)c1C
  A = -20%	B = -1.0%	C = 3%	D = -9%[10.9 µM]

SMILES: Cc1ccc(-c2cc(C(F)F)nc(NCC3CCCO3)n2)cc1 (stereo unspecified)
  A = 10%	B = -0.3%	C = -2%	D = -19%

SMILES: CCN1CCN(S(=O)(=O)c2ccc(Br)s2)CC1
  A = 6%	B = 4.6%	C = 4%	D = -20%

SMILES: COc1ccc2nc(-c3ccc(N)cc3)[nH]c2c1
  A = ?	B = ·	C = 16µM*	D = ·

SMILES: CCOC(=O)C1C(=O)CC(C)(O)C(C(=O)OCC)C1c1ccc(OCC)cc1 (stereo unspecified)
  A = -4%	B = -0.9%	C = 8%	D = -5%

Field names: A = p53ts 39C kill; B = IkB signaling; C = p53ts 32C kill; D = Imprint erasure
SMILES: NC(=O)Cn1nnc(-c2ccc(C(F)(F)F)cc2)n1
  A = 13%	B = -0.1%	C = -1%	D = -8%

SMILES: O=C(Nc1ccccc1NC(=O)c1c(F)c(F)c(F)c(F)c1F)c1c(F)c(F)c(F)c(F)c1F
  A = -30%	B = 3.4%	C = ?	D = -32%[inhibitor]

SMILES: Cc1ccc2c(c1)c(C)c(C)n2CC(O)Cn1nnc2ccccc21 (stereo unspecified)
  A = -6%	B = ?	C = 37%[activator]	D = -17%

SMILES: Cc1c(C(=O)Nc2ccccc2F)sc2nc3n(c(=O)c12)CCC3
  A = 2%	B = -1.5%	C = -1%	D = -11%[10.9 µM]

SMILES: Cc1cc(S(=O)(=O)NCC(C)C)ccc1OCC(=O)NCc1ccccn1
  A = 14%	B = -2.9%	C = 9%	D = -14%

SMILES: Cc1ccccc1Nc1ncnc2c1cnn2C
  A = -14%	B = -1.6%	C = 35%[activator]	D = 14%[10.9 µM]

Screens deposited in PubChem by National Center for Advancing Translational Sciences (NCATS).
